Assay outcomes as filed in PubChem BioAssay.
RXFP1 antag = qHTS Assay for Antagonists of the Relaxin Receptor RXFP1; 350,000 compounds, 0.59% hits; activity change, negative = inhibition, % at 57.5 µM; Relaxin receptor 1 (Homo sapiens), Q9HBX9; HEK293-RXFP1, relaxin-stimulated cAMP HTRF, 30 min; hits give low values;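 active = activity change of -60% or lower, but not beyond a set lower limit; inconclusive = change between -60% and -40%, or beyond the set limit; inactive = change above -40%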; note: % is set by controls: 0 for no effect and ±100 for the full control effect
Target sequence (Q9HBX9 whole entry, looked up): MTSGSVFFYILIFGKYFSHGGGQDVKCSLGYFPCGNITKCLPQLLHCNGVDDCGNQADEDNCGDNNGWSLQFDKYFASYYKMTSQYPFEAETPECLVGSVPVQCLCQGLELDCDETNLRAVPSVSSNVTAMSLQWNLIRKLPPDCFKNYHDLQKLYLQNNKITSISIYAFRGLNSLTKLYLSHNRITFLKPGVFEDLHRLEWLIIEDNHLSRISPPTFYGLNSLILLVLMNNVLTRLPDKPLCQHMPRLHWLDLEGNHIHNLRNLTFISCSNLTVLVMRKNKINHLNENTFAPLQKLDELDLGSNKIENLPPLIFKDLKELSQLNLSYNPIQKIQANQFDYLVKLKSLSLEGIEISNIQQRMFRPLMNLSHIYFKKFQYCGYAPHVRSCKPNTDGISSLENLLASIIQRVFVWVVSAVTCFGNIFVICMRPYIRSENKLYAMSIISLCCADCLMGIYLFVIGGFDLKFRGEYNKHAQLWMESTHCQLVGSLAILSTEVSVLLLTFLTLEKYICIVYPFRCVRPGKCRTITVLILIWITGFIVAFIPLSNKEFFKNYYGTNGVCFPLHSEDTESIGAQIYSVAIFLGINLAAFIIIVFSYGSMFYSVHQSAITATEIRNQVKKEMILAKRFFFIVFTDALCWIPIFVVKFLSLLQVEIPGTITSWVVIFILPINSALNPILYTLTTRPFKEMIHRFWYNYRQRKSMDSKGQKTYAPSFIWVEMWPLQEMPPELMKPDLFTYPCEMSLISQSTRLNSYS
Pol eta inh = qHTS for Inhibitors of Polymerase Eta; DNA polymerase eta (Homo sapiens), Q9Y253; recombinant Pol eta, fluorescent DNA replication assay; Potency, µM (series often up to 114 µM), for the others: top-dose activity change, negative = inhibition, actives largely listed as inhibitors; 390,000 compounds, 1.2% hits; AID 588591, 2011; note: potency is the fitted concentration of half-maximal effect; % is set by controls: 0 for no effect and ±100 for the full control effect
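Fluorescent replication assay: 50 nM final substrate added after a 15 min room-temperature compound preincubation with 10 nM enzyme. Signal taken at 0 min and again at 10 min.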
POLI inh = qHTS for Inhibitors of Polymerase Iota; 390,000 compounds, 1% hits; AID 588590, 2011; Potency, µM (titrated, usually from 115 µM), for the others: at the top dose activity, negative = inhibition, hits mostly inhibitors; Pol iota fluorescent replication assay, 10 min; note: potency is the fitted concentration of half-maximal effect
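Fluorescent replication assay read twice, at 0 min and 10 min after adding 50 nM (final) substrate. Enzyme (10 nM) and compounds were first incubated 15 min at room temperature; enzyme-free buffer wells were negative controls.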
POLK inh = qHTS for Inhibitors of Polymerase Kappa; DNA polymerase kappa (Homo sapiens), Q9UBT6; purified Pol kappa, fluorescent DNA synthesis assay, 10 min; Potency, µM (series often up to 107 µM), for inactives: at the top dose activity, negative = inhibition, hits mostly inhibitors; 400,000 compounds, 0.53% hits; AID 588579, 2011; note: potency is the fitted concentration of half-maximal effect; % is set by controls: 0 for no effect and ±100 for the full control effect
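Enzyme at 10 nM met test compounds for 15 min at room temperature. Substrate addition (50 nM final) began the reaction, which was monitored by fluorescence at 0 and 10 min.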
BLM inh = qHTS Assay for Inhibitors of Bloom's syndrome helicase (BLM); RecQ-like DNA helicase BLM (Homo sapiens), P54132; recombinant BLM DNA unwinding, fluorescence dequenching; Potency, µM (top dose mostly 56.1 µM), for inactives: top-dose activity change, negative = inhibition, most hits filed as inhibitors; 350,000 compounds, 0.2% hits;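 note: potency is the fitted concentration of half-maximal effect; plate controls were vehicle for no effect and no enzyme for full effect; nearly all actives have a fitted effect of over 35% in size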
POLB inh = qHTS Assay for Inhibitors of DNA Polymerase Beta; 340,000 compounds, 1.3% hits; AID 485314, 2010; P06746; Potency, µM (titrated, usually from 114 µM), for the others: at the highest dose activity change, negative = inhibition, hits mostly inhibitors; Pol beta primer extension/strand displacement, fluorescence kinetic; note: potency is the fitted concentration of half-maximal effect; % is set by controls: 0 for no effect and ±100 for the full control effect
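Reaction started by 50 nM substrate onto compound-treated Pol beta (10 nM, 15 min preincubation, room temperature); plates read at 0 min and 10 min. Normalized concentration-effect data fitted by four-parameter Hill equation.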
APE1 inh = qHTS Assay for Inhibitors of the Human Apurinic/apyrimidinic Endonuclease 1 (APE1); DNA repair nuclease/redox regulator APEX1 (Homo sapiens), P27695; recombinant APE1, TAMRA/BHQ-2 abasic DNA cleavage fluorescence; Potency, µM (highest dose often 65.8 µM), without a hit: at the highest dose activity change, negative = inhibition, most hits filed as inhibitors; 350,000 compounds, 0.35% hits;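 note: potency is the fitted concentration of half-maximal effect; plate controls were vehicle for no effect and reference inhibitor for full effect; nearly all actives have a fitted effect of over 55% in size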
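Measures dequenching upon AP-site incision of a 5'-TAMRA/3'-BHQ-2 THF-containing duplex, 50 nM; human APE1 0.75 nM after 15 min room-temperature exposure to compound; kinetic three-point read at one-minute spacing.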
Anesthetic bind = qHTS Assay for Identification of Novel General Anesthetics; apoferritin/1-aminoanthracene competitive binding, fluorescence; Potency, µM (top dose mostly 77.5 µM), inactives show top-dose activity change, negative = displacement, usual class: inhibitors; 350,000 compounds, 0.074% hits; AID 485281, 2010; note: potency is the fitted concentration of half-maximal effect; % is set by controls: 0 for no effect and ±100 for the full control effect; nearly all actives have a fitted effect of over 20% in size
Target sequence (P02791 2-175 limits assumed): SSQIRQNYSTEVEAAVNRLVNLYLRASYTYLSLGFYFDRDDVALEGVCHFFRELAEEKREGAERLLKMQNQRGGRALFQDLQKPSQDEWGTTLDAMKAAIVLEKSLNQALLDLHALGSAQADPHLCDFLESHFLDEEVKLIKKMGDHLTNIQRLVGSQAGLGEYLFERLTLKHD
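Probe: 1-aminoanthracene (50% saturated, PBS). Protein: horse-spleen apoferritin, 10 uM. Incubation: 10 min, room temperature. Detection: 380 nm excitation, 535 nm emission. Analysis: normalized response, four-parameter Hill.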
Tb PGK inh = qHTS Assay to Find Inhibitors of Phosphoglycerate Kinase. 380,000 compounds, 0.043% hits. Potency, µM (series often up to 57.5 µM), without a hit: at the highest dose activity change, negative = inhibition, hits mostly inhibitors. Phosphoglycerate kinase, glycosomal (Trypanosoma brucei brucei), P07378. PGK/GAPDH coupled, Kinase-Glo luminescence, 60 min; note: potency is the fitted concentration of half-maximal effect; % is set by controls: 0 for no effect and ±100 for the full control effect; nearly all actives have a fitted effect of over 60% in size
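Luminescent ATP detection (Kinase-Glo Plus) follows a 60-minute room-temperature incubation, with wells lacking PGK as controls. Buffer: 100 mM TEA (pH 7.6), 5 mM MgCl2, 0.01% Tween-20. Coupling enzyme GAPDH (100 nM final) supplies unstable 1,3-BPG in-well.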
An asterisk follows results filed as active; i = inactive; u = inconclusive; x = not tested or not shown; [ ] = another dose, or the depositor's remark. Unless noted, calls come from the whole dose curve; as a rule, active = well fitted curve in the direction sought with a large enough effect; inconclusive = small, poorly fitted or top-dose-only effect, or another doubt; inactive = no such curve, though single readings can be large; an effect the other way counts as inactive or inconclusive. Only part of the results is shown; count on the stated rates, not on these rows.

The opening two entries (preview)
| Compound | APE1 inh | BLM inh | POLK inh | POLI inh | Tb PGK inh | POLB inh | RXFP1 antag | Pol eta inh | Anesthetic bind |
| --- | --- | --- | --- | --- | --- | --- | --- | --- | --- |
| CCOc1ccccc1NC(=O)c1ccc(F)c(S(=O)(=O)N2CCN(c3ccc(F)cc3)CC2)c1 | x | -3.9% | -3.4%[60.1 µM] | 13.2% | -2.0% | -1.5% | -4.8 | -18.4% | -4.6% |
| Cc1cc(OCC(=O)N2CCC[C@@H]2C(=O)O)c2c(C)c(C)c(=O)oc2c1 | 10.3% | 0.5% | -6.0% | 12.0% | 11.0% | -1.0% | x | -13.6% | -11.7% |

All compounds of this part (from the top)
| Compound | APE1 inh | BLM inh | POLK inh | POLI inh | Tb PGK inh | POLB inh | RXFP1 antag | Pol eta inh | Anesthetic bind |
| --- | --- | --- | --- | --- | --- | --- | --- | --- | --- |
| CCOc1ccccc1NC(=O)c1ccc(F)c(S(=O)(=O)N2CCN(c3ccc(F)cc3)CC2)c1 | x | -3.9% | -3.4%[60.1 µM] | 13.2% | -2.0% | -1.5% | -4.8 | -18.4% | -4.6% |
| Cc1cc(OCC(=O)N2CCC[C@@H]2C(=O)O)c2c(C)c(C)c(=O)oc2c1 | 10.3% | 0.5% | -6.0% | 12.0% | 11.0% | -1.0% | x | -13.6% | -11.7% |
| COCCN(CCOC)Cc1c(C)[nH]c2ccccc2c1=O | 1.1% | 4.6% | -0.6% | -1.8% | -7.7% | 6.7% | -30.3 | -12.9% | 1.8% |
| CCCNC(=O)c1ccc(-c2nc(CS(=O)(=O)c3ccc(C)cc3)c(C)o2)cc1 | x | -6.8% | -2.9% | 16.7% | -1.2% | u | -9.9 | -18.6% | -4.2% |
| C/C(CC(=O)NCc1ccco1)=N\NC(=O)c1ccc([N+](=O)[O-])cc1Cl | 58.1% | 0.0% | -1.2% | -19.9% | -5.4% | -16.6% | -13.7 | -10.9% | 0.7% |
| Cc1ccc(C(=O)N/N=C/c2cccc(OC(=O)/C=C/c3ccco3)c2)cn1 | 14.1µM* | -27.5% | -36.2% | u | -6.9% | 20µM* | -4.5 | u | -17.5% |
| COc1ccc(Br)cc1CN(C)CC(O)COc1ccc(Br)cc1 (stereo not given) | -5.5% | -5.6% | -0.6% | 33.9%[activator] | -9.1% | 12.3% | -63.5* | -20.3% | -17.9% |
| COc1ccc(CNC(=O)COC(=O)CCCOc2ccc(Cl)cc2Cl)cc1 | 6.7% | 0.1% | -5.9% | 142.4%[activator] | 11.3% | 0.7% | -13.9 | -11.4% | -14.4% |
| Cc1cc(C)n(-c2nc(NCC(C)O)c3c4c(sc3n2)CCCC4)n1 (stereo not given) | 2.8% | -2.1% | -11.2% | 17.1% | 1.7% | -7.2% | 1.6 | -14.8% | u |
| COc1ccc2c(c1)NC(c1ccc(N(C)C)cc1)c1cccn1-2 (stereo not given) | 0.4% | 6.2% | 5.3% | 18.4% | -1.3% | -9.5% | -16.5 | -16.5% | -8.7% |
| CSc1ncc(CN2CCc3c([nH]c4ccccc34)C2c2cccc(C)n2)cn1 (stereo not given) | -3.6% | -8.5% | 1.8% | 51.0%[activator] | -0.3% | 5.7% | -5.7 | -9.4% | 6.2% |
| CCOc1ccccc1C1C(C#N)=C(N)Oc2cc(C)n(C)c(=O)c21 (stereo not given) | 0.9% | -1.0% | -13.8% | 19.0% | -3.2% | -3.6% | -15.4 | 9.8% | -7.6% |
| CC1Cc2ccccc2N1C(=O)CN(C)CC(=O)Nc1cccc(F)c1 (stereo not given) | 10.9% | x | 0.9% | 18.7% | -1.3% | x | 4.5 | -10.6% | x |
| COc1cc(/C=C/C(=O)OCC(=O)NC(=O)NC(C)(C)C)cc(OC)c1OC | -11.2% | -4.7% | -9.2% | 131.8%[activator] | -7.1% | 34.2% | -0.7 | -27.2% | u |
| COc1ccc2c(c1)CCCC21NC(=O)N(CC(=O)c2cc(F)ccc2F)C1=O (stereo not given) | 29.1% | x | -0.1% | 50.4%[activator] | -6.2% | x | -1.1 | -21.7% | x |
| Cc1cc(OCCCCOc2ccc(S(N)(=O)=O)c(C)c2)ccc1S(N)(=O)=O | 43.2%[activator] | 7.3% | -3.8% | -13.9% | i | -0.7% | 8.0 | -12.5% | 1.5% |
| N#C/C(=C\c1cccnc1)C(=O)Nc1ccc(Cl)cc1 | 33.2% | -3.9% | -5.9% | 33.0%[activator] | -2.3% | 1.4% | -4.3 | -14.9% | -13.8% |
| C=CCn1c(O)c(N=NC(=S)Nc2cccc(C)c2)c2ccccc21 | 2.7% | 0.3% | -5.2% | -3.1% | -11.4% | 14.7% | -0.3 | -1.8% | -9.8% |
| Cc1cc(/C=C2/C(=N)N3C(=NC2=O)SN=C3S(C)(=O)=O)c(C)n1-c1ccccc1 | -9.7% | -9.1% | -12.7% | 26.3% | i | 1.2% | 3.0 | 44.7µM* | -4.7% |
| CCOC(=O)c1cccc(N2C(=O)Nc3ccccc3N2O)c1 | -1.8% | -0.9% | -1.1% | -0.8% | -5.9% | 1.2% | x | -0.9% | 5.3% |
| Cc1nc(-c2nc(-c3c(C(=O)NNC(=O)Nc4cccc(Cl)c4)noc3C)cs2)cs1 | -2.9% | -7.0% | -8.7% | -21.8%[58.9 µM] | -9.2% | -27.2% | -11.8 | -21.0% | -8.5% |
| Cc1csc(NC(=O)CSc2nnc(-c3ccoc3C)o2)n1 | -0.4% | -13.6% | -3.1% | -9.9% | -8.1% | -2.5% | -4.7 | -9.4% | -13.7% |
| CCn1cc(CN2CCN(Cc3ccsc3)C(CCO)C2)cn1 (stereo not given) | 2.1% | -4.6% | -13.8% | 70.4%[activator] | -2.2% | 15.8% | -11.2 | -12.7% | -2.8% |
| COc1ccccc1NS(=O)(=O)c1cccc(C(=O)NNC(=O)C(C)NC(=O)c2ccco2)c1 (stereo not given) | 15.8% | x | -5.2% | 24.7% | 2.8% | x | -8.2 | -9.0% | x |
| Cc1ccc(S(=O)(=O)NNC(=O)c2ccc(F)cc2)cc1 | 1.5% | -7.4% | -9.6% | 12.6% | -5.4% | -13.4% | 4.0 | -3.9% | -2.4% |
| NS(=O)(=O)c1cccc(NC(=O)COC(=O)c2ccccc2SCC(=O)N2CCCC2)c1 | 21.9% | x | -14.7% | 6.7% | 5.1% | x | -4.1 | -6.3% | x |
| Cc1ccc(NC(=O)COc2ccccc2C#N)cc1S(=O)(=O)N1CCCCCC1 | -12.7% | x | -5.5% | 9.6% | -8.7% | x | 6.0 | -4.7% | x |
| COc1ccc(C)cc1NC(=O)c1nnn(CC(=O)Nc2c(C)cccc2C)c1N | x | -2.9% | -1.1% | 3.7% | 5.2% | 5.2% | 4.1 | 3.2% | 0.5% |
| Cc1cc(C)c(S(=O)(=O)c2cccc(Br)c2C)c(=O)[nH]1 | 17.4% | -0.1% | -0.7% | 92.2%[activator] | i | 80.2% | -18.6 | -14.8% | -0.8% |
| O=C(NCc1ccc(F)cc1)C1CCCN(C(=O)Nc2ccccc2)C1 (stereo not given) | 5.7% | -2.4% | -1.5% | 15.6% | -3.7% | -1.7% | -0.2 | -0.6% | -5.6% |
| Cc1ccc(C2CC(=O)Nc3cc4c(cc32)OCCO4)cc1 (stereo not given) | x | -14.1% | -16.9% | -19.0% | 1.3% | 16.3% | x | -4.9% | -14.0% |
| CCOC(=O)C1(Cc2cccc(OC)c2)CCN(Cc2cnc(N)nc2)CC1 | 10.7% | 1.1% | -5.0% | 40.1%[activator] | -1.7% | 27.9% | -4.4 | -12.5% | -2.3% |
| CN(Cc1ccccc1)C(=O)c1cccc(NC(=O)Cc2ccc(NC(=O)C3CCCN(C(=O)C4CCCCC4)C3)cc2)c1 (stereo not given) | x | x | 14.4% | 40.0%[activator] | i | x | x | -9.6% | x |
| CC1CC(=O)Nc2ccccc2N1C(=O)COc1ccc2cc(Br)ccc2c1 (stereo not given) | 0.7% | x | -17.5% | 3.0% | 1.1% | x | -4.9 | -14.5% | x |
| Cc1ccc(Cl)cc1-n1ncc2c(NC3CCCCC3)ncnc21 | x | -5.3% | 0.7%[60.1 µM] | 3.1% | i | -23.3% | -31.9 | -18.8% | -10.6% |
| CC(=O)Nc1cc(-c2nn3c(C)nnc3s2)ccc1C | 3.1% | 2.9% | 3.5% | 26.7% | -12.5% | 3.6% | -5.7 | -21.8% | 2.3% |
| Cn1c(=O)n(C)c2cc(/C=N/NC(=O)c3ccncc3)ccc21 | 1.3% | -13.7% | x | x | x | -21.7% | x | x | -3.0% |
| COc1ccccc1CNC(=O)CCS(=O)(=O)c1ccc2c(c1)oc(=O)n2C | x | -0.6% | -5.8% | u | i | 22.1% | 0.2 | -8.3% | 3.7% |
| C[C@H](NC(=O)COc1ccccc1)C(=O)OCC(=O)c1cc2ccccc2o1 | x | x | -1.7% | 50.7%[activator] | i | x | -15.4 | -13.3% | x |
| CC1C(C#N)=C(N)OC2=C1C(=O)CC(c1ccccc1)C2 (stereo not given) | 1.8% | -8.3% | -4.0% | 9.4% | i | -7.3% | 6.1 | -10.6% | -10.4% |
| O=C(CN1CCOc2ccccc21)N1CCN(c2cccc(Cl)c2)CC1 | x | x | 10.9% | 7.3% | -3.1% | x | -1.1 | -16.4% | x |
| O=C(COc1ccccc1O)NNc1ccccc1 | 1.8% | 2.3% | -5.7% | 85.0%[activator] | -5.9% | 2.6% | -9.1 | -15.1% | -8.3% |
| CCOC(=O)c1cnc(N)nc1-c1ccccc1 | x | x | 2.1% | 9.0% | i | x | 4.4 | -6.5% | x |
| Cc1cccc(NC(=O)c2sc(NC(=O)COc3ccccc3)c(C#N)c2C)c1C | 1.7% | -5.7% | 0.5% | 14.1% | i | 4.4% | 12.8 | -2.0% | -4.8% |
